# Screening results deposited in PubChem BioAssay by several laboratories.
# NRP1-CendR mod: modulators of CendR peptide binding to human neuropilin-1; 360,000 tested, 0.85% active; FAM-RPARPAR peptide binding to NRP-1, fluorescence polarization; O14786; inhibition, % at 25 µM; AID 602438;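 active = inhibition or corrected inhibition above about 18%, plus a signal ratio from 0.5 to 1.5, limit read from the data, passing the limit was not always enough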; also: strong numbers were not always called active
# eLon inh: inhibits E. coli Lon protease; purified E. coli Lon protease, fluorescence polarization; inhibition, % at 7.94 µM; 360,000 tested, 0.42% active; AID 602123; in the data active = inhibition above about 13%, passing the limit was not always enough;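 also: 0% = enzyme with probe and DMSO and 100% = no enzyme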
# SKN-1 block: C. elegans SKN-1 inhibition; C. elegans VP596 Pgst-4::GFP/RFP ratio, acrylamide-induced, 24 h; inhibition, % at 21.8 µM; 360,000 tested, 0.49% active; AID 624304;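 active = interference check ratio from 0.5 to 1.5 plus GFP to RFP signal ratio inhibition reaching or exceeding a fixed threshold, cut at about 30% in these data, passing the limit was not always enough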; also: some compounds called inactive have numbers as strong as hits
# MsrA act: activators of bovine methionine sulfoxide reductase A; purified bovine MsrA, absorbance read-out; activation, % at 10.6 µM; 360,000 tested, 0.3% active; AID 602163; in the data active = activation above about 7.5%;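 also: 0% = vehicle and 100% = reference activator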
# Neddyl block: cullin neddylation inhibition. P61081+Q13564. TR-FRET cullin neddylation, biochemical. calls only at 25 µM. 360,000 tested, 0.58% active; in the data active = inhibition above about 36%
# Rin1 Abl inh: inhibitors of human Rin1-Abl protein interaction; 360,000 tested, 0.4% active; P00519+Q13671; inhibition, % at 7.35 µM; TR-FRET Rin1/Abl binding, biochemical; in the data active = inhibition above about 5%, passing the limit was not always enough
# MLLE-PAM2 inh: blocks PAM2 peptide binding to the PABP1 MLLE domain; P11940; GST-MLLE / FITC-PAM2 fluorescence polarization; inhibition, % at 20 µM; 360,000 tested, 0.36% active; AID 588489; in the data active = inhibition above about 35%, passing the limit was not always enough;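 also: plate controls were DMSO wells with GST-MLLE for no effect and wells lacking GST-MLLE protein for full effect; some results filed as inactive read as strong as hits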
# MT1-MMP act inh: MT1-MMP (human) activation inhibition; HT1080 RFP-PRO-GFP cells, GFP/RFP ratio fluorescence, overnight; percent of plate control window, DMSO zero; GFP/RFP ratio change, % at 20 µM; 360,000 tested, 0.061% active; P50281;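 active = GFP/RFP ratio change of at least 30% with cell ATP level not reduced by more than half and red fluorescence within 50% of control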; also: strong numbers were not always called active
#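 Material: RFP-PRO-GFP reporter HT1080 cells. Dosing: single-point 20 µM compound, 1% DMSO. Controls: DMSO and RFP-L50D-GFP cell wells. Timing: cells overnight before dosing, compound overnight, 37 °C, 5% CO2. Measure: GFP/RFP fluorescence ratio.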
# FAS-TE inh: blocks the thioesterase domain of human fatty acid synthase | P49327 | recombinant FAS-TE, OMFH fluorogenic substrate, fluorescence endpoint | inhibition, % at 15 µM | 360,000 tested, 0.67% active | AID 602261;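 active = compounds whose normalised, plate-corrected inhibition of enzyme fluorescence in the single-dose primary screen is 50% or more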;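 also: 0% = DMSO with enzyme and 100% = substrate without enzyme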
# Active calls of the source: *; i = inactive; nt = not tested or not shown.
# Each structure is followed by: NRP1-CendR mod, eLon inh, SKN-1 block, MsrA act, Neddyl block, Rin1 Abl inh, MLLE-PAM2 inh, MT1-MMP act inh, FAS-TE inh
> O=C1NC[C@H](CCCCN2CCN(Cc3ccccc3)C(=O)C2=O)N(CC2CCCCC2)C1=O
 : -2, 3, 12, -2, i, nt, nt, 2, -10
> CCOC(=O)C(C)NC(=O)C(NC(=O)C1CCC(CC)CC1)C(C)C (centres undefined)
 : 0, -3, 24, -2, i, 1, 13, 3, -3
> O=C(CCN1C(=O)C2C3C=CC(C3)C2C1=O)N1CCN(c2cccc(Cl)c2)CC1 (centres undefined)
 : -4, -5, 7, -6, i, 1, -6, 4, -4
> O=C(O)CSc1nc(C(F)(F)F)cc(=O)n1-c1ccccc1
 : 2, -5, -1, 1, i, 6, 12, 0, -4
> CCOC(=O)c1cnc2c(-c3ccccc3)cnn2c1N
 : -4, 0, 11, -1, i, 2, 5, 4, -1
> CN(C)C(=O)CSc1nnc(-c2cccnc2)n1-c1ccccc1
 : 14, 3, 24, -1, i, 0, 6, -6, -2
> CS(=O)(=O)NCCNc1ccc(Cl)cc1[N+](=O)[O-]
 : -3, -4, 2, -2, i, -10, -6, 5, -9
> Cc1cccc(-c2cc3c(N=O)c4ccccc4c-3n[nH]2)c1
 : -2, 3, 1, -2, i, -2, -3, 0, -50
> COc1ccc(C2Nc3ccccc3NC3=C2C(=O)CC(C)(C)C3)c(OC)c1OC (centres undefined)
 : 10, -1, 19, -4, i, 0, 16, 4, -4
> COc1cc(C(=O)Nc2ccc3c(c2)CCCN3C(=O)c2ccco2)c([N+](=O)[O-])cc1OC
 : 12, 6, 7, -5, i, 3, -2, 2, -4
> COC(=O)Cn1ccc2cc(S(=O)(=O)N3CCCCC3)ccc21
 : 7, 6, -13, -1, i, 2, -7, 3, 0
> O=C1CC(=O)NC(SCC(=O)Nc2ccccc2[N+](=O)[O-])=N1
 : -50, -3, 14, 0, i, 1, 10, 0, -2
> COC1OC(c2ccccc2)=C(c2ccc(C(N)=O)cc2)c2ccc(F)cc21 (centres undefined)
 : -3, -3, 21, -4, i, nt, nt, -3, 7
> CCOc1cc(C(=O)CCC(=O)OCC(=O)Nc2ccc(C)c(S(=O)(=O)N(C)C)c2)ccc1O
 : 2, 8, -7, -2, i, 3, -4, 1, 7
> O=C(Nc1ccc2c(c1)OCO2)c1ccc(Cl)s1
 : 9, 2, 9, -10, i, 2, 3, 8, 2
> CC(C)[C@H](NS(=O)(=O)c1ccc(Cl)cc1)C(=O)OCC(=O)NCCN1C(=O)CSC1=O
 : 15, 4, -16, -6, i, 1, 4, 1, -3
> COc1ccc(Cn2cc3c(-c4ccc(F)cc4)nnc-3c3cc(OC)c(OC)cc32)cc1
 : -109, -14, -22, 0, nt, -10, -39, 0, -4
> CCOc1c(Cl)cc(CNC(C)(C)CC(C)(C)C)cc1OC
 : 3, 12, -3, -3, i, 4, -16, 4, -3
> Cc1ccc(C(=O)Nc2ncc3c(n2)CC(c2ccco2)CC3=O)cc1 (centres undefined)
 : -7, -11, 0, -13, i, -3, 3, -4, -2
> Cc1cc(NS(=O)(=O)c2cc(Cl)sc2Cl)no1
 : -8, 1, -7, -2, i, -4, -4, -5, -9

# Overlap with the part before: two compounds; new compounds follow.
# Each structure is followed by: NRP1-CendR mod, eLon inh, SKN-1 block, MsrA act, Neddyl block, Rin1 Abl inh, MLLE-PAM2 inh, MT1-MMP act inh, FAS-TE inh
> Cc1ccc(C(=O)Nc2ncc3c(n2)CC(c2ccco2)CC3=O)cc1 (centres undefined)
 : -7, -11, 0, -13, i, -3, 3, -4, -2
> Cc1cc(NS(=O)(=O)c2cc(Cl)sc2Cl)no1
 : -8, 1, -7, -2, i, -4, -4, -5, -9
> COc1ccc(Br)cc1CNC(=O)Cn1nc(C)n2cccc2c1=O
 : 12, 15, 15, -1, i, 3, 13, -4, 2
> COc1ccc(CN2CCN(C(=O)CCC(=O)c3ccc(C)s3)CC2)cc1OC
 : -9, -10, 12, -4, i, 1, -12, -2, -6
> CC(=O)Nc1cccc(/C(C)=N/NC(=O)c2cccs2)c1
 : -4, 6, 5, -1, i, 2, -3, 0, -6
> Cc1cc(C)cc(N2C(N)=NC(N)=NC2c2ccccc2F)c1 (centres undefined)
 : -9, -10, 14, -1, i, 2, -4, -10, -3
> CCN(Cc1ccccc1)S(=O)(=O)c1ccc(C(=O)Nc2nnc(-c3ccccc3OC)o2)cc1
 : -18, 3, 22, -1, i, 0, -5, -5, 14
> CC(=O)OC1C(OC(C)=O)C2C(C)CC3OC(=O)C(C)C3CC2(C)C1OC(C)=O (centres undefined)
 : 2, 2, 19, -3, i, 0, -7, -4, -5
> Cc1cccc(C)c1NC(=O)c1cc(S(=O)(=O)N2CCOCC2)ccc1F
 : -21, 1, 7, -3, i, 0, 5, 1, -6
> CN(c1ccccc1)S(=O)(=O)c1ccc(NC(=S)NC(=O)C2CC2)cc1
 : -11, 0, 10, -6, i, -4, 11, -1, 17
> COC(=O)C(C(=O)OC)c1ccc(-n2cccc2)cc1
 : -6, 0, -4, -7, i, 2, -4, 3, -1
> CC(=O)Nc1ccc(NC(=O)C(C)OC(=O)CC2CCCC2)cc1 (centres undefined)
 : 4, 1, -15, -4, i, 0, 8, 2, -7
> O=C(Nc1ccc(S(=O)(=O)Nc2nccs2)cc1)C(F)(F)F
 : 2, -6, -6, 0, i, -5, -2, 3, -4
> O=C(CN1C(=O)COc2ccccc21)NCCN1CCC(Cc2ccccc2)CC1
 : -6, 5, -5, -3, i, -2, 2, -1, -3
> CN(C)CCCN(C(=O)C1COc2ccccc2O1)c1nc2ccc(F)cc2s1 (centres undefined)
 : 3, -4, -2, -2, i, -4, -9, 1, 0
> CCc1nc2c(OCc3ccc(C(F)(F)F)cc3)cccn2c1N(C=O)Cc1ccc(OC)cc1
 : -11, -10, 11, 1, i, -3, -5, 0, 57*
> CC(=O)C1=C(O)C(=O)N(Cc2ccccc2)C1c1ccco1 (centres undefined)
 : -6, -5, 7, -8, i, 1, -6, -5, -16
> CC(C)(C)OC(=O)N1CCC(c2c(C(=O)O)cnn2-c2ccc(Cl)cc2)CC1
 : -3, -1, -28, -5, i, 0, -4, 0, -4
> CC(C)CNS(=O)(=O)c1cc(C(=O)N2CC(C)OC(C)C2)c(Cl)cc1Cl (centres undefined)
 : 4, 5, 3, -7, i, 2, 3, 1, -7
> CCN(Cc1ccccc1)C(=O)CSc1nncn1C
 : 0, 3, 5, -3, i, -2, -6, 1, -4
> CC(=O)Nc1ccc(S(=O)(=O)N2CCN(S(=O)(=O)N3CCC(C)CC3)CC2)cc1
 : 6, 2, 14, -1, i, 2, 4, -2, -9
> O=C(CCCc1ccccc1)NC1CC1
 : -13, 0, -1, -3, i, -1, -10, 0, -9

# 6 of the compounds above, tab-delimited.
molecule	NRP1-CendR mod	eLon inh	SKN-1 block	MsrA act	Neddyl block	Rin1 Abl inh	MLLE-PAM2 inh	MT1-MMP act inh	FAS-TE inh
CC(=O)OC1C(OC(C)=O)C2C(C)CC3OC(=O)C(C)C3CC2(C)C1OC(C)=O (centres undefined)	2	2	19	-3	i	0	-7	-4	-5
Cc1cccc(C)c1NC(=O)c1cc(S(=O)(=O)N2CCOCC2)ccc1F	-21	1	7	-3	i	0	5	1	-6
CN(c1ccccc1)S(=O)(=O)c1ccc(NC(=S)NC(=O)C2CC2)cc1	-11	0	10	-6	i	-4	11	-1	17
COC(=O)C(C(=O)OC)c1ccc(-n2cccc2)cc1	-6	0	-4	-7	i	2	-4	3	-1
CC(=O)Nc1ccc(NC(=O)C(C)OC(=O)CC2CCCC2)cc1 (centres undefined)	4	1	-15	-4	i	0	8	2	-7
O=C(Nc1ccc(S(=O)(=O)Nc2nccs2)cc1)C(F)(F)F	2	-6	-6	0	i	-5	-2	3	-4

# (cont.)
# Each structure is followed by: NRP1-CendR mod, eLon inh, SKN-1 block, MsrA act, Neddyl block, Rin1 Abl inh, MLLE-PAM2 inh, MT1-MMP act inh, FAS-TE inh
> Cn1cc(Cl)c(C(=O)N/N=C/c2ccc3c4c(cccc24)CC3)n1
 : -6, 2, -2, -12, i, 1, 3, -1, 2
> CC1CC(=S)Nc2ccccc2N1C(=O)Nc1ccccc1 (centres undefined)
 : 0, -1, 0, -8, i, 5, 8, -3, -3
> COc1ccc(OC)c(NC(=O)NNC(=O)COc2ccc(-c3ccccc3)cc2)c1
 : 9, -12, 1, 0, i, 1, 10, 2, 2
> CNC(=O)c1sc(-c2ccc(Cl)cc2)nc1C
 : 4, -1, -34, -4, i, 1, 10, 2, -2
> COc1cccc(CNC(=O)CCCn2ncn3c(cc4occc43)c2=O)c1
 : 7, -2, 11, -4, i, 1, 13, 2, -3
> CNC(=O)C1Cc2c(-c3ccc4c(c3)OCO4)ccnc2O1 (centres undefined)
 : 13, 1, 3, -6, nt, -1, 19, 7, -8
> O=C(NCCCn1ccnc1)c1ccc(N2CCCCCC2)c([N+](=O)[O-])c1
 : 7, 4, 14, -3, i, -7, -2, 4, -7
> CC(C)(C)OC(=O)N/N=C/c1cc(N=Nc2ccccc2)ccc1O
 : -4, -9, -1, -5, i, -2, 5, 8, 8
> C/C(=N/NC(=O)c1ccoc1C)c1cccc(NC(=O)C2CC2)c1
 : 0, 0, 10, -1, i, 1, 1, 7, -13
> CCn1nc(C)c(NC(=O)c2ccc(Br)o2)c1C
 : -2, -2, -12, -13, i, 4, -5, 3, -5
> CC(C)[Si]1(C(C)C)OCC2OC(n3cnc4c(N)ncnc43)C(N)C2O[Si](C(C)C)(C(C)C)O1 (centres undefined)
 : -1, -7, 12, -2, i, -1, 2, -4, 19
> CCOC(=O)/C=C1\NC2(CCCCC2)Cc2cc(OC)c(OC)cc21
 : 3, -6, -6, -1, i, -5, 13, -5, 9
> CCC(C)Cn1c(S(=O)(=O)O)nc2ccccc21 (centres undefined)
 : 10, 3, 16, 0, i, -3, -2, 4, -6
> CCn1c2ccccc2c2nnc(SCC(=O)NCCOC)nc21
 : -2, -4, -1, -1, i, -4, 17, 1, -5
> Cc1nc(N2CCOCC2)nc(N2CCC(C)CC2)c1[N+](=O)[O-]
 : 3, 0, 1, -1, i, -4, 14, 2, 17
> Cc1ccccc1C(=O)O/N=C(\c1ccccc1)c1ccccn1
 : 0, -3, -10, -13, i, 2, 6, 2, -1
> CCOC(=O)N1CCN(C(=O)Cn2ncn3nc(-c4cccs4)cc3c2=O)CC1
 : 2, 11, 5, 3, i, 0, -5, 0, -2
> Cc1ccc(S(=O)(=O)NC2=NCN(CCOC(=O)c3ccc([N+](=O)[O-])cc3)CN2)cc1
 : 5, 2, -4, -12, i, 0, 5, 4, 6
> CCCCc1nnc(SCc2ccc(OCC)cc2)n1N
 : -6, -13, 13, 1, i, 0, -8, 3, -4
> CCOc1ccc(-c2c(C(=O)N/N=C/c3ccc(OC)cc3)nnn2-c2nonc2N)cc1
 : 11, -8, -4, -10, i, 7, -5, 2, 3
> COc1cc2c(cc1OC)C(c1ccccc1)N(S(C)(=O)=O)CC2 (centres undefined)
 : 10, 2, 2, -3, i, 2, -1, 4, -4
> Cc1ccc(S(=O)(=O)c2nnn3c2nc(N2CCN(c4ccccn4)CC2)c2ccccc23)cc1C
 : 2, -1, -6, -4, i, 5, -5, -1, 53*

# Pulled one by one from the entries so far:
# Each structure is followed by: NRP1-CendR mod, eLon inh, SKN-1 block, MsrA act, Neddyl block, Rin1 Abl inh, MLLE-PAM2 inh, MT1-MMP act inh, FAS-TE inh
> CCn1c2ccccc2c2nnc(SCC(=O)NCCOC)nc21
 : -2, -4, -1, -1, i, -4, 17, 1, -5
> CC(C)[Si]1(C(C)C)OCC2OC(n3cnc4c(N)ncnc43)C(N)C2O[Si](C(C)C)(C(C)C)O1 (centres undefined)
 : -1, -7, 12, -2, i, -1, 2, -4, 19

# The order is random; about 4% have a hit in one of these screens.
